# NR2F2 inh: blocks human COUP-TFII nuclear receptor; inhibition, % at 8.6 µM; P24468; AID 686940; 370,000 tested, 0.7% active; HEK293T NGFI-A luciferase reporter, luminescence;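 active = inhibition above a per-plate cutoff, mean inhibition of test wells between control levels plus 3 SD, cut at about 38% in these data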;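 note: cells cotransfected with COUP-TFII expression vector driving the NGFI-A reporter; 0% = median of COUP-TF2 test wells and 100% = reporter-only cells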
# TRAIL sens C8: caspase-8 TRAIL sensitization; NB7+C8 cells + TRAIL, ATPlite viability luminescence; inhibition (viability loss, TRAIL sensitization), % at 10 µM; 360,000 tested, 1% active; AID 624354;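 active = compounds causing at least 50% loss of cell viability in the single-dose screen, relative to plate controls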
# Vif imaging: HIV Vif inhibition. HEK293T cells, Vif self-association by quenched fluorescence, imaging, 24 h. inhibition, % at 7.49 µM. 340,000 tested, 0.35% active. AID 602346; in the data active = inhibition above about 50%, passing the limit was not always enough; note: some results filed as inactive read as strong as hits
# NCOA3 inh: human NCOA3 inhibition; Q9Y6Q9; inhibition, % at 3.6 µM; HEK293 GAL4-SRC3 luciferase reporter, luminescence; 360,000 tested, 0.17% active; AID 588352;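 active = inhibition above a per-campaign cutoff, the mean of all compounds plus 3 SD, cut at about 60% in these data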;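 note: 0% = DMSO-treated cells and 100% = gossypol-treated cells at 36 µM; higher means less SRC3-driven luciferase light from the GAL4 reporter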
# NR5A2 inv ag: inverse agonists of human LRH-1 (NR5A2). AID 602396. inhibition, % at 3.6 µM. 360,000 tested, 0.13% active. HEK293T StAR-luciferase reporter, LRH-1 transfected, 24 h. O00482;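 active = inhibition above the mean inhibition of all tested compounds plus 3 SD, cut at about 73% in these data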;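 note: 0% = DMSO wells and 100% = reporter-only cells lacking LRH-1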
# NCOA1 inh: inhibits human SRC1 coactivator. Q15788. HEK293 GAL4-SRC1 luciferase reporter, luminescence. inhibition, % at 3.6 µM. 360,000 tested, 0.12% active. AID 588354;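 active = inhibition above the campaign mean plus 3 SD, with each screening campaign given its own cutoff, cut at about 60% in these data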;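 note: 0% = DMSO treated cells and 100% = gossypol at 36 µM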
# TROY NFkB inh: TROY signaling inhibition; 360,000 tested, 0.98% active; Q293 LMP1-TROYcd NF-kB luciferase reporter, 4 h; inhibition, % at 10 µM;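 active = compounds whose plate-normalised and pattern-corrected inhibition of the luciferase reporter signal at the single screening dose is 50% or more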
# TLR9-MyD88 inh: blocks human TLR9 binding to MyD88; CHO BLA complementation TLR9-MyD88, CCF4 FRET ratio; inhibition, % at 4.98 µM; 340,000 tested, 0.21% active; AID 504734;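 active = inhibition above the mean over all tested compounds plus 3 SD, cut at about 21% in these data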;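 note: 0% = DMSO only wells and 100% = clavulanate BLA inhibitor control wells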
# Target sequence (Q99836 whole entry, looked up): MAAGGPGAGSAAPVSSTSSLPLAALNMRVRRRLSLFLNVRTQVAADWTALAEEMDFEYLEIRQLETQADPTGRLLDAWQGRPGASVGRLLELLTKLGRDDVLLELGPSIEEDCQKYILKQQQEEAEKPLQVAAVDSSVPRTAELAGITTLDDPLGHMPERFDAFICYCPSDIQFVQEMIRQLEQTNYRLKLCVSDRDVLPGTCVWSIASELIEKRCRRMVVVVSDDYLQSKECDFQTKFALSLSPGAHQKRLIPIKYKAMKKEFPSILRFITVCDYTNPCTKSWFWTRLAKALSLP
# Target sequence (Q9NR96 whole entry, looked up): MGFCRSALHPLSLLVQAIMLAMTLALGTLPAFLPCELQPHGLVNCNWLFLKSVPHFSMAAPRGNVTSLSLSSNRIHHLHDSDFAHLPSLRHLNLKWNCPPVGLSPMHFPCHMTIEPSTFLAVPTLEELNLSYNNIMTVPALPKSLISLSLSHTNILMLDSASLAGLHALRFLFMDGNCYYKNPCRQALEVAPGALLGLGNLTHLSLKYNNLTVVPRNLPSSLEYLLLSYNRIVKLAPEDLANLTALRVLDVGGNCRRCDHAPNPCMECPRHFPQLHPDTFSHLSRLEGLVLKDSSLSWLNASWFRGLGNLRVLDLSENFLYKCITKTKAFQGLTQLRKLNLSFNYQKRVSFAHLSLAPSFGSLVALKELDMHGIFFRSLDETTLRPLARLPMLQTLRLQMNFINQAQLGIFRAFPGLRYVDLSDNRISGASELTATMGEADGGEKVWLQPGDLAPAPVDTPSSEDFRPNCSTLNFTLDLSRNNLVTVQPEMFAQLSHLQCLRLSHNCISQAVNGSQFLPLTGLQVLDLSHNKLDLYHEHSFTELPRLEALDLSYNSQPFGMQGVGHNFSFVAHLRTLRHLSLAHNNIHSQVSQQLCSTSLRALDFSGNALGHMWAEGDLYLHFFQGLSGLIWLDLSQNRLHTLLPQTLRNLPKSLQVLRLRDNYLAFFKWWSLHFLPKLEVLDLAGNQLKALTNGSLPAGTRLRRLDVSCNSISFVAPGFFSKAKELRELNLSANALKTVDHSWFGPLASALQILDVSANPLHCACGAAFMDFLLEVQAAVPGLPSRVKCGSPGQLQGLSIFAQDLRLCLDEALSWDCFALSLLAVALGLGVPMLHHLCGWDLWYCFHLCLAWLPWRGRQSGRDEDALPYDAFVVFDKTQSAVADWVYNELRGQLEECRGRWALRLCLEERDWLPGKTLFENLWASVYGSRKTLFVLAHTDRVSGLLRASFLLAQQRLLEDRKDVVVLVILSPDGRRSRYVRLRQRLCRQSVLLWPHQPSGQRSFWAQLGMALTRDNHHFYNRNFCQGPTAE
# NCOA2 inhibitor: human SRC2 (NCOA2) inhibition. AID 651957. inhibition, % at 9 µM. HEK293 GAL4-SRC2 luciferase reporter, luminescence. 370,000 tested, 0.17% active;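 active = inhibition above the mean inhibition of all tested compounds plus 3 SD, set per campaign, cut at about 52% in these data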;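 note: 0% = DMSO treated cells and 100% = cells given Gossypol at 36 µM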
# LMP1 NFkB inh: inhibitors of Epstein-Barr LMP1-induced NF-kappaB reporter; LMP1-induced NF-kappaB luciferase reporter cells, luminescence; inhibition, % at 12.5 µM; 350,000 tested, 0.69% active; AID 504558; in the data active = inhibition above about 41%;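 note: 0% = neutral control wells and 100% = reference inhibitor control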
# NOD2-RIPK2 inh: blocks binding of human NOD2 to RIPK2. O43353. CHO BLA complementation NOD2-RIPK2, CCF4 ratio. inhibition, % at 4.98 µM. 360,000 tested, 0.38% active. AID 624267; in the data active = inhibition above about 21%;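 note: 0% = vehicle only and 100% = reference blocker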
# An asterisk follows results filed as active; nt = no result given. Some of the compounds tested; rates above refer to the full screens.
SMILES,NR2F2 inh,TRAIL sens C8,Vif imaging,NCOA3 inh,NR5A2 inv ag,NCOA1 inh,TROY NFkB inh,TLR9-MyD88 inh,NCOA2 inhibitor,LMP1 NFkB inh,NOD2-RIPK2 inh
CC1CN(C)C(c2ccccc2)C(C)C12NC(=O)NC2=O (stereo not drawn),0,3,24,-8,10,7,0,-13,-13,1,8
O=C(c1nc2nc(-c3cccs3)cc(C(F)(F)F)n2n1)N1CCN(Cc2ccccc2)CC1,-3,-2,29,15,10,-7,0,12,1,2,7
COc1ccc2[nH]c3c(NCCN(C(C)C)C(C)C)ncnc3c2c1,-14,-4,1,7,4,-23,-18,0,-26,-38,-5
COc1ccccc1N1CCN(CC(O)c2c(C)[nH]c3ccccc23)CC1 (stereo not drawn),-5,-1,-1,1,4,2,5,-2,2,12,-1
CCOC(=O)c1c(NC(=O)COc2cccc3c2CCN(C)C3=O)sc2c1CCC2,8,25,-10,39,-7,11,39,4,9,13,7
COc1cccc(N2CC(C(=O)Nc3nnc(SCC(=O)N4CCOCC4)s3)CC2=O)c1 (stereo not drawn),24,-5,1,-29,4,-22,12,1,13,6,-2
Cc1cc(NC(=O)COC(=O)c2ccc(NS(=O)(=O)c3ccc(C)c(C)c3)cc2)no1,10,2,1,21,6,-12,-1,-18,13,7,2
C=C(C)C(=O)Nc1cccc(C2=NOC3(C2)C[C@H](C(N)=O)N(C(=O)/C=C/C)C3)c1 (stereo partly drawn),-6,13,-8,-2,-10,6,-25,2,27,-2,-12
CCOC(=O)N1CCN(C(=O)COC(=O)c2cccc(C)c2[N+](=O)[O-])CC1,6,0,-4,19,15,-6,-11,-2,-8,3,-18
C#CCOC(=O)C[N+](C)(C)C/C=C/c1ccccc1,4,-1,-3,4,3,-6,-12,-3,17,-6,0
Cc1ccc(-c2nnn(CC(=O)NC(=O)NC3CCCCC3)n2)cc1,0,7,1,-1,-5,-7,-3,-2,7,-4,-11
O=C1CN(S(=O)(=O)c2ccc(Cl)cc2C(F)(F)F)CCN1,-5,-1,4,4,2,-6,-14,0,0,-13,0
COc1ccc([N+](=O)[O-])cc1NC(=O)CSCc1ccccc1,-21,3,3,-11,14,16,-11,-1,0,-1,-5
CCOc1cc(C2NC(=S)NC(C)=C2C(=O)Nc2ccccc2)ccc1O (stereo not drawn),-21,1,-5,4,8,11,20,7,14,1,-12
c1csc(-c2cnc3n2CCCC3)c1,1,1,-5,16,-8,6,9,-2,-2,6,2
O=C(Cc1ccc(Cl)cc1)Nc1ccc(N2CCN(C(=O)c3ccco3)CC2)c(Cl)c1,20,13,-2,5,4,-29,24,-1,21,8,4
CCC(C)N1CCN(C(=O)c2cccs2)CC1 (stereo not drawn),-2,-4,0,0,-10,-5,13,-11,-2,-6,-7
Cc1ccc2c(c1)C(c1ccccc1)N(C(=O)c1cccc([N+](=O)[O-])c1)CC(=O)N2 (stereo not drawn),-1,2,-5,-15,-8,14,-37,-10,5,-1,1
C/C(N)=C(/C#N)C(=O)CSc1nc(-c2ccccc2)c(-c2ccccc2)o1,10,6,-5,-4,2,-6,0,-7,8,-6,-10
CC[n+]1c(/C=C/c2cc([N+](=O)[O-])ccc2O)ccc2ccccc21,4,3,15,-4,-24,10,6,1,-17,6,5
Cc1cccc(NC(=O)COC(=O)CN2C(=O)C3CCCCC3C2=O)c1C (stereo not drawn),7,1,nt,11,-1,-5,12,-1,-17,-4,-8
Cc1csc(NC(=O)CN(C)S(=O)(=O)c2cccc3cccnc23)n1,3,-4,-8,-2,-29,-23,-23,4,-9,0,-1
CC1CCN(C(=O)c2ccc3ccccc3c2)CC1,-14,-7,-1,-88,-118,-62,-65,3,-60,-30,-5
Cc1c(OC(C)C(=O)NCc2ccccn2)ccc2c3c(c(=O)oc12)CCCC3 (stereo not drawn),6,-9,-1,-6,-17,-3,-7,-10,-30,4,-10
Cc1cccc(CCN=c2c([N+](=O)[O-])nn(-c3ccccc3)n2O)c1,8,0,4,5,-1,4,-36,8,-26,1,-15
CC(C)(C)c1ccc(C(=O)N2CCC(C(=O)NC3CC3)CC2)cc1,0,-10,-17,-12,-1,-24,1,12,-3,-10,4
O=C(Nc1cccc(-c2cc3ccccc3oc2=O)c1)c1ccc(Br)o1,3,-4,38,4,-2,-13,-20,4,7,9,-9
COCCCNC(=O)CN(C1CCCCC1)S(=O)(=O)c1ccc(C)cc1,-10,-24,nt,19,4,-2,-20,0,-15,-11,4
Cc1ccc(S(=O)(=O)N2CCCC(C(=O)NCC3COCCO3)C2)cc1 (stereo not drawn),-21,-11,nt,0,7,-9,-7,-3,-12,0,-2
COC(=O)c1ccc(Cn2nc(C)c(Br)c2C)cc1,6,-7,7,-8,-9,-1,4,9,-17,-8,-10
CCOc1cc(/C=N/NC(=O)c2cccnc2)ccc1OC(=O)c1ccco1,2,1,7,14,-9,2,17,6,-2,-7,7
CCCCOP(=O)(c1ccc(N(C)C)cc1)C(O)c1ccccc1F (stereo not drawn),-8,-11,-3,1,5,8,4,11,8,0,7
CCOC(=O)C1=CN(Cc2cccc(F)c2)S(=O)(=O)N(CC)C1c1ccc(F)c(Cl)c1 (stereo not drawn),11,12,nt,-6,17,4,-1,1,8,-16,-16
O=C(Nc1cccc(O)c1)c1ccc(S(=O)(=O)N2CCCCCC2)cc1,-31,-5,-7,-25,-21,-32,-42,3,-34,-5,-8
O=C(Nc1ccc(C(=O)N2CCN(c3ccccn3)CC2)cc1)c1ccc(Br)o1,4,-5,12,5,-32,1,1,12,1,-1,5
O=C(/C(=C\c1ccccc1)c1nc2ccccc2[nH]1)c1ccc(Cl)cc1,-29,-9,2,26,-71,-41,-60,-13,-6,-44,-7
Cc1cc(=O)oc2cc(NC(=O)c3ccc(OC(F)F)cc3)ccc12,1,8,16,-52,-31,-41,-57,8,-12,-54,-3
CCN(CC(=O)NCc1ccc(Cl)cc1)C(=O)c1cc2ccccc2o1,-15,3,9,0,-4,10,-27,4,4,1,-2
Cc1cccc(Nc2nc(-c3ccccn3)cs2)n1,-30,30,nt,-92,-134,-105,-24,3,-53,-31,-2
CC(=O)c1ccc2noc(-c3cccc(C)c3)c2c1,4,-6,8,-24,8,-3,-11,-10,14,-10,-6

# Pulled one by one from the list above:
SMILES,NR2F2 inh,TRAIL sens C8,Vif imaging,NCOA3 inh,NR5A2 inv ag,NCOA1 inh,TROY NFkB inh,TLR9-MyD88 inh,NCOA2 inhibitor,LMP1 NFkB inh,NOD2-RIPK2 inh
Cc1c(OC(C)C(=O)NCc2ccccn2)ccc2c3c(c(=O)oc12)CCCC3 (stereo not drawn),6,-9,-1,-6,-17,-3,-7,-10,-30,4,-10
CC1CCN(C(=O)c2ccc3ccccc3c2)CC1,-14,-7,-1,-88,-118,-62,-65,3,-60,-30,-5

# (more compounds)
SMILES,NR2F2 inh,TRAIL sens C8,Vif imaging,NCOA3 inh,NR5A2 inv ag,NCOA1 inh,TROY NFkB inh,TLR9-MyD88 inh,NCOA2 inhibitor,LMP1 NFkB inh,NOD2-RIPK2 inh
Cn1nc(-c2ccccc2)cc1NC(=O)c1ccccc1,2,-1,-1,-6,-5,-4,-56,-3,-44,-7,4
CCc1cc(=O)oc2cc(C)cc(OC(C)C(=O)O)c12 (stereo not drawn),-16,8,1,20,7,-17,1,-6,-26,2,-8
CCOC(=O)c1ccc(NC(=O)N2CCN(c3cccc(OC)c3)CC2)cc1,6,0,-6,-4,-10,5,-36,-1,-54,2,2
CSCC[C@H](NS(=O)(=O)c1ccc(C)cc1)C(=O)N1CCC(C(=O)N[C@@H](Cc2ccc(O)cc2)C(=O)O)CC1,14,1,1,4,-3,5,-21,6,-5,-1,-2
CCCCN1C(=O)C(CC(=O)NCc2cccc3ccccc23)CC(C(=O)N(CC)CC)=C1C (stereo not drawn),-27,-15,-2,1,-4,-12,20,-3,21,-5,-8
Cc1ccc(S(=O)(=O)NC(=O)Nc2c(C)n(C)n(-c3ccccc3)c2=O)cc1,-3,4,4,6,-7,-17,12,-5,12,-4,9
CCCOc1ccccc1/C=C(\C#N)C(=O)Nc1cccc(C)n1,-10,-18,1,-31,-4,-18,-11,-13,2,-9,0
CC(=O)c1ccc(S(=O)(=O)N2CCN(C(=O)c3ccc(-n4nc(C)c(Cl)c4C)cc3)CC2)cc1,-13,28,-5,6,6,20,13,-10,-2,10,-9
CC/C(=N/Nc1ccccc1Cl)c1cnnc(-c2ccccc2)n1,-14,6,1,-8,-22,-7,-40,-6,-29,28,-4
CCOc1ccc(NC(=O)CSc2nnc(COc3c(C)cccc3C)o2)cc1,10,-8,-3,11,-18,-9,1,4,11,-7,-10
Cc1c(O)ccc2c(CN3CCOCC3)cc(=O)oc12,-1,-4,7,-1,4,-4,-7,10,-7,6,16
CS(=O)(=O)Nc1cccc(-c2cnc3ccccc3n2)c1,-19,-16,-12,-84,-77,-86,-40,-1,-61,-16,5
COc1ccc2cc(C(=O)N3CCN(C)CC3)[nH]c2c1,-35,0,1,-62,-56,-183,-24,-10,-93,-13,-6
CCCc1nc2c(C)cc(Br)cn2c1Cc1ccsc1,-17,1,nt,-4,-21,-5,15,nt,-31,nt,-6
COc1cc(C(=O)NCC(=O)N/N=C/c2ccc(-c3ccc([N+](=O)[O-])cc3)o2)cc(OC)c1OC,17,-3,-1,-4,6,-6,5,3,9,4,2
COc1ccc(CN2C(=O)CCC2(C)c2nnnn2Cc2ccccc2)cc1 (stereo not drawn),4,7,nt,nt,3,nt,-9,nt,30,nt,-2
CCN(CC)S(=O)(=O)c1ccc(C(=O)N(c2ccccc2)C2C=CS(=O)(=O)C2)cc1 (stereo not drawn),5,-5,-8,6,0,-9,0,4,-4,-6,0
CC(C)C[C@H](NC(=O)c1ccc(OC2CCN(C(=O)C3CC3)CC2)cc1)C(N)=O,27,-10,0,1,-2,8,4,-1,7,-2,3
COc1ccc(CC(C#N)(CO)c2nc3ccccc3[nH]2)cc1 (stereo not drawn),-4,-17,-11,10,-8,8,-38,13,-9,3,-12
Cc1ccc(C(=O)NNC(=S)NC(=O)c2ccc(Cl)cc2Cl)cc1,5,5,3,6,-7,-11,4,0,12,-1,3
O=C(NC1CCCC1)C(c1ccc(Cl)cc1)N1CCN(C2CCCCC2)CC1 (stereo not drawn),-11,-8,-10,15,-13,-3,-12,0,-2,-12,-1
CCCCN1C(=O)C(CC(=O)NCCc2ccccn2)CC(C(=O)N2CCCCCC2)=C1C (stereo not drawn),0,-8,nt,nt,12,nt,19,nt,6,nt,-7
Cc1cccc(NC(=O)CCS(=O)(=O)c2ccc3c(c2)NC(=O)CS3)n1,-5,3,22,-11,-8,-3,9,1,-1,6,-7
COc1ccc(C(CNC(=O)C(CCSC)NC(=O)c2ccccc2Cl)N2CCOCC2)cc1 (stereo not drawn),17,5,3,13,2,-2,-10,1,-5,0,-11
CC(C)=CCC/C(C)=C/CC/C(C)=C/CC/C(C)=C/CC1=C(C)C(=O)c2ccccc2C1=O,12,-3,7,4,12,-10,-1,-14,3,-2,-12
CCOc1c(Cl)cc(C2NC(=O)NC(C)=C2C(=O)NCc2ccccc2)cc1OC (stereo not drawn),-1,-6,9,-75,-93,-77,-64,1,16,-22,-9
CCc1ccc(-c2ccc(SCC(=O)NCC3CCCO3)nn2)cc1 (stereo not drawn),-22,59*,-1,-74,-58,-53,-26,9,-23,-8,-3

# Screens deposited in PubChem by several laboratories.
